Bioassay records (PubChem BioAssay)
S-ASM inh = inhibitors of human secretory acid sphingomyelinase | P17405 | AID 504937 | placental ASM, HMU-PC fluorogenic substrate, 60 min | Potency, µM (doses to about 57.5 µM), inactives show top-dose activity change, negative = inhibition, hits mostly inhibitors | hit rate 0.006% among 340,000; note: potency is the fitted concentration of half-maximal effect
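Human placenta-derived ASM enzyme was preincubated with compound for 10 minutes at room temperature, then given fluorogenic substrate HMU-PC0 (9 uM final) for 60 minutes at 37 °C; a pH 10 stop preceded fluorescence reading at Ex 386/Em 447 nm.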
p53 reactivation = mutant p53 re-activation in reporter cells | Potency, µM (doses to about 92.2 µM), inactives show at the highest dose activity change, positive = activation, actives largely listed as activators | H1299 p53-A138V BP100-luciferase reporter, luminescence, 24 h | hit rate 0.063% among 320,000; note: potency is the fitted concentration of half-maximal effect; % of control where 0% means no effect; nearly all actives have a fitted effect of over 45% in size
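H1299 (p53-null), stable ts p53-A138V + BP100-Luc; 1000 cells/well, Opti-MEM/10% FBS; cpd 4 pt, 1:5; 24 h, 37 deg C, 5% CO2; detection reagent 10 min RT; luminescence.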
Integrin act MD = activators of alpha7 integrin expression for muscular dystrophy; alpha7betagal myoblasts, beta-gal FDG fluorescence, 48 h; Potency, µM (top dose mostly 38.3 µM), for the others: at the highest dose activation, usual class: activators; hit rate 0.064% among 350,000; AID 624291;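 note: potency is the fitted concentration of half-maximal effect; 100% = response of the positive control SU9516; nearly all actives have a fitted effect of over 60% in size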
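Alpha7betagal+/- myoblasts (passage 13) were plated 16-24 hr, then exposed to compounds (1:260 dilution of DMSO stock) for 48 hours at 37C. After MPER lysis, β-galactosidase reporter activity was read as FDG fluorescence (ex 480/em 540) after 30 minutes.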
uPA surface inh = inhibitors of cell surface uPA generation. hit rate 0.31% among 330,000. cell surface uPA generation assay, qHTS. Potency, µM (doses to about 38.3 µM), inactives show at the highest dose activity change, negative = inhibition, hits mostly inhibitors; active = well fitted inhibition curve with a large enough effect; inconclusive = small, poorly fitted or top-dose-only effect; inactive = no such curve, though single readings can be large or run the other way; tested in mouse RAW 264.7 cells; note: potency is the fitted concentration of half-maximal effect; % is set by controls: 0 for no effect and ±100 for the full control effect; nearly all actives have a fitted effect of over 55% in size
TRPV1 agonist = human TRPV1 agonism; hit rate 0.19% among 320,000; Q8NER1; activation, % at 8.33 µM; TRPV1-expressing cells, Fluo-8 calcium influx, agonist mode; AID 540275; in the data active = activation above about 80%; inconclusive = between about 30% and that limit; note: 0% is about no effect
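TRPV1-expressing cells were cultured overnight at 35.5C and loaded with Fluo-8 calcium dye for 40 to 90 min at room temperature. After a 10 s baseline, compound was added and calcium influx was read kinetically for 3 min (ex 480/em 520 nm).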
Eya2 phos inh = inhibitors of human Eya2 phosphatase activity | Potency, µM (highest dose often 76.9 µM), for the others: at the top dose activity, negative = inhibition, most hits filed as inhibitors | AID 488837 | hit rate 0.006% among 330,000 | recombinant Eya2, OMFP fluorescence dephosphorylation (OMFP is methylfluorescein phosphate) | O00167; note: potency is the fitted concentration of half-maximal effect; % is set by controls: 0 for no effect and ±100 for the full control effect
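Eya2 (0.2 uM) preincubated 10 min at ambient with compound, then OMFP substrate added at 50 uM; 10 min reaction in 50 mM HEPES pH 7.5, 50 mM NaCl, 5 uM MgCl2, 0.05% BSA, 1 mM DTT. Fluorescence read at Ex 485/Em 525 nm.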
ELG1 genotox = induces genotoxicity in HEK293T cells with luciferase-tagged ELG1; hit rate 1.3% among 330,000; HEK293T ELG1-luciferase reporter, luminescence, 16 h; Potency, µM (doses to about 46 µM), without a hit: at the highest dose activity change, positive = activation, usual class: activators; note: potency is the fitted concentration of half-maximal effect; % of control where 0% means no effect; nearly all actives have a fitted effect of over 60% in size
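After overnight (16 hr) compound treatment at 37 °C, ELG1-luciferase HEK293T cells were lysed with ONE-Glo; luminescence quantified 30 min later at room temperature.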
B2AR arrestin = recruits beta-arrestin to the human beta2-adrenergic receptor; P07550; beta-arrestin recruitment to beta2AR, cell-based reporter; Potency, µM (highest dose often 46.1 µM), inactives show at the highest dose activation, most hits filed as activators; hit rate 0.02% among 330,000;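 note: potency is the fitted concentration of half-maximal effect; 0% = DMSO controls and full agonism = EC100 isoproterenol or metaproterenol; nearly all actives have a fitted effect of over 65% in size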
Target sequence (P07550 whole entry, looked up): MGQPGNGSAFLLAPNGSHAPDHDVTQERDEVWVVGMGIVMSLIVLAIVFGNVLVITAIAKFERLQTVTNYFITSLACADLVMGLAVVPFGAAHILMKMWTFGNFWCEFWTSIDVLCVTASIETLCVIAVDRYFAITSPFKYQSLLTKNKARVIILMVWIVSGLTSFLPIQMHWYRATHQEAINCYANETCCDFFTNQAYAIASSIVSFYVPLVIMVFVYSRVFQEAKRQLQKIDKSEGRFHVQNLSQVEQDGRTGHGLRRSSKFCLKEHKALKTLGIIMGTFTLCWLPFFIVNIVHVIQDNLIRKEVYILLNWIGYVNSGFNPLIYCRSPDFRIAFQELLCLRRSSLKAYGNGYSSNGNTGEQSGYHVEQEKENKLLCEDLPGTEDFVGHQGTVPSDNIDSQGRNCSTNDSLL
PTAP TSG101 blk = blocks PTAP/TSG101 interaction to inhibit HIV-1 budding; Fluorescence polarization, FITC-PTAP peptide / Tsg101 binding; 340,000 tested, under 10 active; Potency, µM (series often up to 115 µM), for inactives: top-dose activity change, negative = inhibition, usual class: inhibitors; Q99816; active = well fitted inhibition curve with a large enough effect in the main read-out, with a control signal flat, not every such curve was filed as active; inconclusive = small, poorly fitted or top-dose-only effect, or effect the other way, or a change in a side signal; inactive = no such curve, though single readings can be large or run the other way; note: potency is the fitted concentration of half-maximal effect; % of control where 0% means no effect
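Fluorescence anisotropy tracks displacement of a FITC-tagged PTAP peptide (50 nM) from the Tsg101 binding domain (10 uM), following a 20 min room-temperature incubation at pH 7.5.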
BRCA1 expr act = increases BRCA1 expression; MCF7-BRCA1-FFLuc reporter, luminescence, 48 h; response scale: scaled: vehicle 0%, 10 µM genistein 100%; Potency, µM (titrated, usually from 46.1 µM), without a hit: top-dose activation, hits mostly activators; hit rate 1.1% among 380,000; AID 624202; note: potency is the fitted concentration of half-maximal effect; nearly all actives have a fitted effect of over 80% in size; some results filed as inactive show a strong effect at the top dose
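Using MCF7 cells harboring a BRCA1 firefly luciferase reporter, plated 2 h before compound pinning, the screen measured luminescence after 48 h incubation. Responses were normalized to DMSO and 10 microM genistein, then fitted for concentration-effect.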
USP2a block = blocks human ubiquitin-specific protease USP2a; Potency, µM (doses to about 38.3 µM), without a hit: top-dose activity change, negative = inhibition, usual class: inhibitors; AID 463254; hit rate 0.01% among 330,000; USP2 core, Ub-CHOP2 coupled fluorogenic reporter, 485/531;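 note: potency is the fitted concentration of half-maximal effect; plate controls were DMSO wells for no effect and full inhibition by NEM control for full effect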
Target sequence (O75604 whole entry, looked up): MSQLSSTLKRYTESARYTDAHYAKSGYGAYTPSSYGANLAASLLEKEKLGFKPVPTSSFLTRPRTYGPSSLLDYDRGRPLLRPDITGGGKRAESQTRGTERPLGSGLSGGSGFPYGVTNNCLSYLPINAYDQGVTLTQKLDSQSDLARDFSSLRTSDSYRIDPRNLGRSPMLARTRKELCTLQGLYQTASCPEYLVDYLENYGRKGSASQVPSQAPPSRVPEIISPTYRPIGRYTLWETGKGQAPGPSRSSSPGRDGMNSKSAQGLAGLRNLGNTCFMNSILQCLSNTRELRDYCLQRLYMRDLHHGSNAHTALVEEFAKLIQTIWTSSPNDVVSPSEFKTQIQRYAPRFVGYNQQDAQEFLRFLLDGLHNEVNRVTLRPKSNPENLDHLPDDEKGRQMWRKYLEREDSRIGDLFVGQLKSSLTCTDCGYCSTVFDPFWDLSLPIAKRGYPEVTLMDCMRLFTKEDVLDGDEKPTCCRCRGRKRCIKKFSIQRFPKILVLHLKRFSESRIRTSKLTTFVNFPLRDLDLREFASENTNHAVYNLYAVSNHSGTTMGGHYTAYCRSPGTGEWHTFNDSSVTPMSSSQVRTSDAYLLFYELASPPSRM
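Cell-free coupled assay: 10nM USP2 core preincubated 30min RT with compound in Tris-HCl pH 8.0/CaCl2/CHAPS buffer, then 25nM Ub-CHOP2 and 25nM reporter substrate; fluorescence (Ex 485/Em 531) read after 60min RT, normalized to NEM inhibition, concentration-response curves fitted.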
Starred values were filed as active, the others as inactive; u = inconclusive; x = no result given; [ ] = dose if it differs, or a comment. Unless noted, calls come from the whole dose curve; as a rule, active = well fitted curve in the direction sought with a large enough effect; inconclusive = small, poorly fitted or top-dose-only effect, or another doubt; inactive = no such curve, though single readings can be large; an effect the other way counts as inactive or inconclusive.

SMILES	S-ASM inh	p53 reactivation	Integrin act MD	uPA surface inh	TRPV1 agonist	Eya2 phos inh	ELG1 genotox	B2AR arrestin	PTAP TSG101 blk	BRCA1 expr act	USP2a block
CCN1CCN(c2ccc(NC(=O)Cc3ccccc3)cc2)CC1	-1%	20%	-18%	0%	0	1%	7%	-0.2%	-3%	-1%	0%
CCN(CC)S(=O)(=O)c1ccc(N2CCN(S(=O)(=O)c3ccc4c(c3)OCCO4)CC2)nc1	3%	3%	10%	-8%	3	-2%	-6%	-1.1%	0%	-55%	-5%
O=C(c1cccc(C(=O)N2CCN(c3ccccc3)CC2)c1)N1CCN(c2ccccc2)CC1	-9%	-8%	-14%[7.66 µM]	x	0	-29%	-4%	0.0%	-2%	-47%	1%
CC(C)(C)c1[nH]nc2c1C(C1C=CCCC1)C(C#N)=C(N)O2 (centres undefined)	-4%	4%	-20%	-2%	-2	3%	6%	0.2%	-1%	-24%	0%
O=C(NC(=S)Nc1ccc(S(=O)(=O)N2CCCCC2)cc1)c1ccccc1	-6%	7%	-20%	0%	6	15%	2%	-0.2%	-3%	-26%	1%
NC(=O)C1CCCN(C(=O)CCC(=O)c2cccs2)C1 (centres undefined)	2%	16%	u	4%	x	-2%	6%	-0.2%	-4%	-2%	2%
CC(=O)Nc1ccc(Oc2cc(N)cc([N+](=O)[O-])c2)cc1	-2%	16%	-6%	-1%	-3	1%	3%	0.2%	0%	30%	1%
CC(C)(C)c1ccc(S(=O)(=O)N2CCN(C(=O)C3CCC3)CC2)cc1	1%	-1%	-25%	11%	19	5%	0%	-0.3%	-1%	-29%	-2%
Cc1cccc(C)c1NC(=O)COC(=O)c1cc[n+]([O-])cc1	6%	-4%	34%	4%	-3	4%	-1%	0.4%	-1%	13%	1%
COc1ccc(OC)c(S(=O)(=O)Nc2c(C)nn(C)c2C)c1	9%	1%	7%	-8%	2	4%	2%	-0.2%	-9%	12%	4%
COc1ccc(CNC(=O)C2CCC(CNC(=O)[C@@H]3Cc4ccccc4CN3)CC2)cc1 (some centres undefined)	-1%	14%	21%	22%	1	u	5%	0.4%	-6%	-3%	0%
C=CCN1CC(c2nc3ccccc3n2Cc2cccc3ccccc23)CC1=O (centres undefined)	-9%	-12%	9%	x	2	-7%	-1%	-0.5%	-7%	-25%	1%
CCOc1ccc(-n2cnc3c(=O)[nH]c(N)nc32)cc1	0%	3%	1%	-3%	-7	-28%	1%	-1.0%	-1%	-8%	6%
O=C(C1CCN(S(=O)(=O)c2ccc(Br)s2)CC1)N1CCN(C2CCCCC2)CC1	-2%	4%	-14%	-5%	1	6%	-1%	0.6%	-6%	-48%	2%
COc1ccc(N2C(=O)C(O)C2c2ccc(C)cc2)cc1 (centres undefined)	3%	-7%	3%	3%	1	0%	-1%	0.5%	1%	-5%	4%
CCOC(=O)C1=C(CN2CCN(C(=O)c3ccco3)CC2)NC(=O)NC1c1ccccc1 (centres undefined)	4%	3%	10%	39%[activator]	3	-14%	-1%	-1.0%	1%	-32%	1%
CCOC(=O)C1CCN(C(=O)CCc2ccc(S(=O)(=O)NC(C)C)cc2)CC1	2%	5%	-3%	11%	-2	10%	0%	-1.2%	1%	-10%	-3%
Cc1ccc2c(c1)C(=O)CCCCC(=O)N2	3%	1%	u	-2%	-1	2%	-2%	-0.1%	-1%	0%	-8%
CCOC(=O)C1=C(O)C(=O)N(Cc2ccccc2)CC1	3%	-2%	-9%	1%	-2	-4%	0%	-1.0%	-3%	22%	0%
Cc1ccnc(SCC(=O)Nc2sccc2C#N)n1	-2%	-3%	-29%	-5%	-4	-1%	7%	-0.4%	0%	2%	1%
O=C(NCC1CCCO1)C1CCN(C2CCN(C3CCCCCC3)CC2)CC1 (centres undefined)	4%	-3%	-40%[inhibitor]	2%	-3	-8%	-4%	0.1%	-8%	-4%	9%
CSc1ccc(Cl)c(C(=O)OCC(=O)N2CCNC2=O)c1	4%	1%	8%	2%	6	-10%	0%	-0.2%	-4%	-7%	2%
Cc1ncc(CC(=O)n2cc(C(=O)c3cc(F)ccc3O)cn2)s1	-3%	6%	23%	x	u	0%	-2%	-0.2%	-12%	6%	-2%
COc1ccc(NC(=O)CCn2c(=S)[nH]c3ccccc3c2=O)cc1OC	1%	-6%	-11%	-10%	4	1%	9%	-0.5%	-4%	5%	0%

Brought forward from above: two compounds, followed by the next part.
SMILES	S-ASM inh	p53 reactivation	Integrin act MD	uPA surface inh	TRPV1 agonist	Eya2 phos inh	ELG1 genotox	B2AR arrestin	PTAP TSG101 blk	BRCA1 expr act	USP2a block
Cc1ncc(CC(=O)n2cc(C(=O)c3cc(F)ccc3O)cn2)s1	-3%	6%	23%	x	u	0%	-2%	-0.2%	-12%	6%	-2%
COc1ccc(NC(=O)CCn2c(=S)[nH]c3ccccc3c2=O)cc1OC	1%	-6%	-11%	-10%	4	1%	9%	-0.5%	-4%	5%	0%
CCOc1nc(N2CCOCC2)nc(C)c1[N+](=O)[O-]	0%	-4%	2%	-12%	-3	-22%	8%	0.2%	-6%	10%	-2%
O=S(=O)(c1ccccc1Br)N(Cc1ccccc1)CC(O)COCc1ccccc1 (centres undefined)	-11%	-1%	4%	0%	x	-7%	-3%	0.6%	1%	-11%	-4%
CCN(CC(=O)Nc1c(F)cccc1F)C(=O)c1nc2nccc(C)n2n1	10%	-2%	27%	-6%	0	-1%	3%	0.2%	0%	-2%	3%
COc1ccccc1/C=N/NC(=O)c1sc(C)nc1C	-2%	-2%	-7%	3%	0	3%	-1%	-0.1%	-1%	-26%	1%
Cn1c(N)c(C(=O)COC(=O)Cc2ccc(Br)cc2)c(=O)n(C)c1=O	0%	1%	-3%	2%	x	-9%	4%	0.1%	0%	-6%	2%
Cc1ccc(OCCNC(=O)/C=C/c2ccc([N+](=O)[O-])cc2)cc1C	-4%	-5%	3%	8%	14	1%	-4%	-0.1%	-5%	0%	0%
CC1=C2C(=O)OC(c3ccoc3)C2(C)CCC1 (centres undefined)	0%	-2%	-9%	4%	-3	-3%	0%	-1.6%	-5%	-1%	0%
COc1ccc(Cc2nnc(Nc3ccc(Cl)cc3)[nH]c2=O)cc1	2%	13%	6%	8%	-3	8%	-2%	6.1%	-7%	5%	3%
Cc1ccc(S(C)(=O)=N/C=C2\C(=O)c3sccc3N(C)S2(=O)=O)cc1 (centres undefined)	3%	4%	18%	-2%	-9	-5%	3%	0.1%	0%	-18%	3%
COc1ccc(C(=O)CNc2ccc3ccccc3c2)cc1	3%	9%	-23%	-2%	u	5%	u	0.0%	-4%	2%	3%
CN(C)S(=O)(=O)c1ccc(C(=O)N2CCN(S(=O)(=O)c3cccs3)CC2)cc1	-3%	0%	13%	-3%	-2	1%	-10%	-1.2%	0%	16%	1%
Nc1nonc1C(=O)NCCNCc1cc(Br)ccc1OCc1ccccc1F	-1%	4%	-60%[inhibitor]	-7%	-1	-28%	-15%	0.2%	-7%	-50%	1%
CC(=O)N(CC(=O)Nc1nn(-c2ccccc2)nc1C(N)=O)Cc1ccccc1	-1%	-17%	8%	-5%	-1	-29%	-1%	-0.8%	-7%	-1%	0%
CN(C)C(CNC(=O)c1cc(-c2ccco2)nc2ccccc12)c1ccccc1 (centres undefined)	113%[activator]	6%	1%	-1%	x	-12%	10%	12%	-11%	-1%	-2%
CCOC(=O)CSc1snnc1-c1ccccc1	-1%	-5%	16%	3%	3	7%	-1%	-0.1%	-1%	-9%	-1%
CC(=O)Nc1nc(C)c(-c2csc(Nc3ccc(O)cc3)n2)s1	-18%	u	-62%[inhibitor]	-17%	-3	-15%	1%	-0.1%	-6%	-82%[inhibitor]	0%
CCCC(=O)c1ccc(N2CCN(C(=O)c3ccccc3)CC2)c(F)c1	-7%	-4%	-23%	-6%	12	12%	-8%	-0.8%	-2%	-38%	-1%
CC(=C1C(=O)c2ccccc2C1=O)N1CCN(c2ccccn2)CC1	1%	13%	-15%	6%	0	-1%	0%	-0.2%	-1%	-56%	-8%
CCc1ccc(-c2cc(C)no2)cc1S(=O)(=O)N1CCN(c2ccc(C(C)=O)cc2)CC1	-20%	-1%	30%	-7%	-1	-14%	-6%	-0.7%	-3%	-38%	-1%
Cc1ccc(NC(=O)C(=O)NCCCN2CC(C(=O)O)CC2=O)cc1 (centres undefined)	-3%	-2%	0%	1%	-1	2%	2%	-0.2%	-1%	4%	2%
